Compound activity deposited in PubChem by several laboratories.
XIAP displacement – XIAP antagonists, biochemical, IAP family, fluorescence polarization (AID 1018); 200,000 compounds, 0.007% hits; E3 ubiquitin-protein ligase XIAP (Homo sapiens); XIAP BIR domain, fluorescence polarization peptide displacement; higher % means a stronger effect; displacement, % at 20 µM, or IC50 in µM where a hit was titrated; in the data active = displacement above about 50%; also: a part of the inactive calls stands beside numbers as strong as those of hits
PMI inhibitors – inhibitors of human PMI, primary screen, biochemical, fluorescence intensity, coupled assay (AID 1209) | Mannose-6-phosphate isomerase (Homo sapiens) | purified PMI enzyme, coupled fluorescence intensity; higher % means a stronger effect | inhibition, % at 20 µM, or IC50 in µM where a hit was titrated | 190,000 compounds, 0.42% hits;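 also: plate controls were DMSO vehicle for no effect and wells lacking substrate for full effect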
UTI89 phage lysis – inhibition of K1F phage lysis, E. coli UTI89, bacterial capsule biogenesis inhibitors, alamar blue (AID 488966). one-dose inhibition, % at 100 µM; IC50 in µM for titrated hits. 340,000 compounds, 0.02% hits. E. coli UTI89 K1F phage lysis, alamar blue, 2 h; higher % means a stronger effect;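 active = phage lysis inhibition, versus mean bacterial control, above a set limit; inconclusive = no clear call, values can overlap the other calls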;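 also: capsule biogenesis inhibitors block K1F phage lysis so surviving cells raise fluorescence; higher fluorescence means more inhibition of phage lysis; actives were called in the ten point dose series up to 300 µM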
Siah-1 displacement – Siah-1 peptide-binding antagonists, primary screen, biochemical, fluorescence polarization, rhodamine-plectin, uHTS (AID 1817). 290,000 compounds, 0.02% hits. Siah-1 / rhodamine-plectin peptide fluorescence polarization; higher % means a stronger effect. one-dose displacement, % at 20 µM; IC50 in µM for titrated hits. E3 ubiquitin-protein ligase SIAH1 (Homo sapiens);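 active = displacement of at least 50% at 20 µM, with a fluorescence ratio check between 0.3 and a set limit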;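 also: plate controls were Siah plus tracer with DMSO for no effect and tracer alone without Siah for full effect; strong numbers were not always called active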
Hep lipid drop – inhibitors of hepatocyte lipid droplet formation, primary screen, imaging, high-throughput imaging, BODIPY stain; AML12 mouse hepatocytes, oleate lipid droplets; inhibition, % at 6.5 µM; 240,000 compounds, 0.4% hits; AID 1656, 2009;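 active = lipid droplet intensity inhibited by at least 50%, with more than 500 cells counted; inconclusive = wells with under 300 cells, treated as cytotoxic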
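material = mouse AML12 hepatocyte cell line, fixed after treatment | also added = 100 µM oleic acid challenge | doses = compound at 6.5 µM only | schedule = overnight exposure | technique = Image-based BODIPY and DAPI two-channel analysis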
P. falciparum M17LAP – P. falciparum M17LAP inhibitors, primary screen, biochemical, fluorogenic H-Leu-NHMec substrate, 1536-well (AID 1619); one-dose inhibition, % at 30 µM; IC50 in µM for titrated hits; recombinant M17LAP, H-Leu-NHMec fluorogenic kinetic assay; higher % means a stronger effect; 220,000 compounds, 0.38% hits; Leucine aminopeptidase (Plasmodium falciparum (isolate 3D7));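 active = compound inhibiting the enzyme by more than half at any dose during confirmatory dose-response retesting; inconclusive = strong single-dose inhibitors picked by rank but not retested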;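 also: plate controls were full reaction with DMSO carrier for no effect and no enzyme background for full effect; strong numbers were not always called active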
TNAP activation fold – human TNAP enzyme activators, primary screen, biochemical, luminescent, no phosphate acceptor, uHTS (AID 1001). Alkaline phosphatase, tissue-nonspecific isozyme (Homo sapiens). purified TNAP, luminescent activation assay, no phosphate acceptor; higher activation fold means a stronger effect. one-dose activation fold at 20 µM; EC50 in µM for titrated hits. 200,000 compounds, 0.03% hits; in the data active = activation fold from about 3, or a potency from the dose series; inactive = the rest, 99 in 100 with activation fold below about 1.6; also: many of its hits are not listed in these tables
M1AAP inhibition – P. falciparum M1AAP inhibitors, biochemical, fluorogenic H-Leu-NHMec substrate, 1536-well (AID 1445); 220,000 compounds, 0.42% hits; recombinant M1AAP, H-Leu-NHMec fluorogenic kinetic assay; higher % means a stronger effect; inhibition, % at 30 µM; hits with a dose series show IC50 in µM;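 active = primary inhibition above the hit cutoff, then over 50% inhibition at one or more dose response concentrations, cut at about 23% in these data, passing the limit was not always enough; inconclusive = conflicting primary data, or primary hits not chosen for dose response; inactive = low primary inhibition, or under 50% at every dose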;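 also: plate controls were DMSO full reaction for no effect and no enzyme background for full effect; strong numbers were not always called active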
PMI inhibition – human PMI inhibitors, high substrate, primary screen, biochemical, fluorescence intensity, high mannose 6-phosphate (AID 1220). 190,000 compounds, 0.66% hits. inhibition, % at 20 µM, or IC50 in µM where a hit was titrated. recombinant PMI enzyme, coupled fluorescence intensity; higher % means a stronger effect. Mannose-6-phosphate isomerase (Homo sapiens)
Hep lipid drop cells 6.5 µM – also measured in Hep lipid drop; calls as there; cell count; measured here: cell count, cytotoxicity flag;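 cells counted across two imaged fields per well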
Active calls of the source: *; u = inconclusive; x = not tested or not shown; [ ] = another dose, or the depositor's remark. Rule as the data show it, unless noted: active = inhibition above about 50%; inactive = the rest.

SMILES | XIAP displacement | PMI inhibitors | UTI89 phage lysis | Siah-1 displacement | Hep lipid drop | Hep lipid drop cells 6.5 µM | P. falciparum M17LAP | TNAP activation fold | M1AAP inhibition | PMI inhibition
CCn1c(SCC(=O)Nc2ccccc2F)nc2c(c1=O)SC(C)C2 (stereo not given) | -5.3% | -2% | 0.4% | -3% | -9 | 766 | -3% | 1 | 3% | -3%
CC(C)(C)c1ccc(C(=O)Nc2ccc(O)c3c(=O)cc(-c4ccccc4Cl)oc23)cc1 | x | x | 9.9% | 3% | -1 | 716 | -7% | x | 5% | x
CCn1cc(-c2ccnc3cc(C(=O)O)nn23)c(C)n1 | -9.3% | -8% | -0.8% | -1% | -5 | 681 | -74% | 1 | 4% | 3%
c1cncc(-c2nc3cc(Cc4ccc5oc(-c6cccnc6)nc5c4)ccc3o2)c1 | -1.5% | 2% | x | 5% | x | x | x | 1.1 | x | 0%
CCC1Oc2ccccc2N(CC(=O)NCCc2ccc(OC)c(OC)c2)C1=O (stereo not given) | -1.0% | -10% | 0.0% | 0% | -33 | 727 | 5% | 1.1 | 12% | -4%
CCOC(=O)CCCNc1ccc([N+](=O)[O-])cc1[N+](=O)[O-] | -8.9% | 12% | -0.2% | -5% | 5 | 664 | 8% | 1 | 11% | -3%
O=C(Nc1cccc(Cl)c1)N1CCN(Cc2ccccc2)CC1 | -2.1% | 9% | 0.4% | 3% | -3 | 651 | 7% | 1.1 | -2% | 15%
COc1cc(CN2CCNC(=O)C2CC(=O)N2CCCCO2)cc(OC)c1 (stereo not given) | -5.0% | 15% | 0.3% | -2% | 3 | 748 | 1% | 1 | 1% | 52%*
COc1cc(OC)cc(C(=O)NCc2cccnc2)c1 | -4.0% | 14% | 0.2% | 8% | 0 | 705 | 0% | 1.1 | 1% | 10%
N#C/C(=C(\O)Cc1ccccc1)c1nc2ccccc2[nH]1 | -0.3% | -6% | -0.3% | 9% | -7 | 777 | 3% | 1 | 17% | -7%
Cc1ccc(S(=O)(=O)NCc2ccncc2)cc1 | -6.4% | -5% | -0.2% | -2% | 9 | 759 | -11% | 1.2 | -2% | -5%
CC(C)n1c(-c2ccco2)csc1=Nc1cccnc1 | 0.0% | 0% | u | 5% | x | x | 12% | 1.1 | 11% | -2%
CC1CN(C(=O)COc2ncnc3ccccc23)CC(C)O1 (stereo not given) | -0.3% | 1% | 3.6% | 3% | x | x | 1% | 1.2 | -1% | 1%
O=C(NNC(=O)C1C2CCC(C2)C1C(=O)O)c1cccc(Cl)c1 (stereo not given) | -2.8% | -8% | -4.1% | 2% | 11 | 736 | 0% | 1.1 | 3% | -8%
COc1cccc(-c2nc(-c3ccc(NC(=O)c4ccncc4)cc3)no2)c1 | -6.9% | -6% | -0.2% | 2% | x | x | 13% | 0.9 | -4% | -7%
CCN1CCN(CC(=O)Nc2cccc(C)c2C)C(=O)C1=O | -2.5% | -2% | 0.3% | -2% | x | x | 24% | 1.1 | 4% | 2%
CC1(C)CC(N2CCCC2)=CC(=[N+]2CCCCCC2)C1 | -11% | 63%* | 0.2% | 0% | -30 | 655 | 6% | 1 | 14% | 19%
Cc1c(C)n(C)c2ccc(C(=O)Nc3cccc4ccccc34)cc12 | 1.4% | 22% | 0.9% | 3% | x | x | -11% | 1.1 | 8% | 28%
Cc1cc2nc(CCl)cc(=O)n2[nH]1 | -11% | -15% | -2.5% | -4% | -2 | 668 | 19% | 1.1 | 7% | 0%
CCCCN=C1CC(C)(C)CC(=O)/C1=C(/O)CCCN1C(=O)c2ccccc2C1=O | -2.6% | -3% | 0.1% | -5% | -11 | 702 | 0% | 1.1 | 13% | 2%
COc1ccc(-c2nnn(CC(=O)OC3CCCCC3)n2)cc1OC | -4.3% | 14% | -0.4% | 6% | x | x | -10% | 1.1 | 0% | 16%
COc1ccccc1NC(=O)CSc1nc(N)c(C#N)cc1C#N | -9.1% | -7% | x | 1% | 22 | 701 | 16% | 1.2 | -4% | -1%
CCc1cc2c(=O)n(C(C)C(=O)OC3CCCCC3)cnc2s1 (stereo not given) | -0.2% | 7% | 0.1% | 1% | 7 | 767 | -12% | 1.1 | 5% | 3%
CC(C)c1[nH]nc2c1C(c1cccnc1)C(C#N)=C(N)O2 (stereo not given) | 2.1% | -18% | 3.9% | 3% | x | x | 13% | 1.1 | -2% | 1%
CN(CCC#N)C(=O)COC(=O)c1c2c(nc3ccccc13)/C(=C/c1ccco1)CC2 | 1.3% | -45% | 0.1% | 74% | 19 | 660 | 17% | 1 | 9% | -66%

A different layout for some results above.
Below each SMILES – XIAP displacement, PMI inhibitors, UTI89 phage lysis, Siah-1 displacement, Hep lipid drop, Hep lipid drop cells 6.5 µM, P. falciparum M17LAP, TNAP activation fold, M1AAP inhibition, PMI inhibition
- CCOC(=O)CCCNc1ccc([N+](=O)[O-])cc1[N+](=O)[O-]
    -8.9%, 12%, -0.2%, -5%, 5, 664, 8%, 1, 11%, -3%
- O=C(Nc1cccc(Cl)c1)N1CCN(Cc2ccccc2)CC1
    -2.1%, 9%, 0.4%, 3%, -3, 651, 7%, 1.1, -2%, 15%
- COc1cc(CN2CCNC(=O)C2CC(=O)N2CCCCO2)cc(OC)c1 (stereo not given)
    -5.0%, 15%, 0.3%, -2%, 3, 748, 1%, 1, 1%, 52%*
- COc1cc(OC)cc(C(=O)NCc2cccnc2)c1
    -4.0%, 14%, 0.2%, 8%, 0, 705, 0%, 1.1, 1%, 10%

The main list resumes with the three entries that preceded the break.
SMILES | XIAP displacement | PMI inhibitors | UTI89 phage lysis | Siah-1 displacement | Hep lipid drop | Hep lipid drop cells 6.5 µM | P. falciparum M17LAP | TNAP activation fold | M1AAP inhibition | PMI inhibition
CCc1cc2c(=O)n(C(C)C(=O)OC3CCCCC3)cnc2s1 (stereo not given) | -0.2% | 7% | 0.1% | 1% | 7 | 767 | -12% | 1.1 | 5% | 3%
CC(C)c1[nH]nc2c1C(c1cccnc1)C(C#N)=C(N)O2 (stereo not given) | 2.1% | -18% | 3.9% | 3% | x | x | 13% | 1.1 | -2% | 1%
CN(CCC#N)C(=O)COC(=O)c1c2c(nc3ccccc13)/C(=C/c1ccco1)CC2 | 1.3% | -45% | 0.1% | 74% | 19 | 660 | 17% | 1 | 9% | -66%
Cc1c(N2C(=O)C(C)SC23C(=O)Nc2ccccc23)c(=O)n(-c2ccccc2)n1C (stereo not given) | -5.1% | 8% | 10.0% | 2% | 8 | 750 | 8% | 1.1 | 5% | 5%
Cc1ccc(OCC(=O)N(Cc2ccccc2)c2ccccn2)cc1 | -1.3% | 10% | 0.1% | 6% | -21 | 686 | -4% | 1 | -3% | 10%
O=C(CNC(=O)c1ccccc1)NCC(=O)OCc1ccccc1Cl | -1.0% | -5% | x | -4% | 5 | 563 | -3% | 1.1 | -1% | -3%
CCCCc1ccc(C2C3=C(CC(C)(C)CC3=O)NC3=C2C(=O)c2ccccc23)cc1 (stereo not given) | -6.1% | 21% | 0.2% | -1% | -13 | 591 | 5% | 1.3 | 2% | 8%
Cc1ccccc1NC(=O)CCCSc1nc2ccccc2s1 | -1.5% | 7% | 4.0% | -3% | 1 | 615 | -17% | 1.2 | -4% | -2%
Cc1nc([N+](=O)[O-])cn1CC(O)c1ccc(-c2ccccc2)cc1 (stereo not given) | x | x | x | 0% | 1 | 722 | -5% | x | 4% | x
CCn1c(N)c(C(=O)NC2CCCCC2)sc1=S | -5.0% | -5% | -0.8% | 6% | -6 | 736 | 25% | 1.1 | 5% | -6%
Cc1nnc(NC(=O)c2ccco2)s1 | -1.6% | 4% | 4.7% | 4% | 0 | 687 | 1% | 1 | 9% | 11%
O=C(CSc1n[nH]c(=O)[nH]c1=O)NCC1CCCCC1 | x | x | 0.0% | -1% | -6 | 757 | 0% | x | 1% | x
O=C(NCc1ccc(Cl)cc1)c1ccc(CSc2nc3ccncc3[nH]2)cc1 | x | x | 1.6%[50 µM] | 8% | 0 | 691 | 4% | x | 5% | x
CCCNC(=S)N1CCC(NC(=O)C2CCCCC2)CC1 | -1.0% | -3% | 4.1% | 0% | x | x | -10% | 1.1 | 3% | -7%
CC(C)c1ccc(NC(=O)COc2ccccn2)cc1 | -8.5% | 0% | 0.2% | 14% | -6 | 676 | -4% | 1.1 | 2% | 4%
COC(=O)Cc1ccc(NC(=S)N2CCN(c3ccc(OC)cc3)CC2)cc1 | -115% | 3% | -5.9% | 10% | -6 | 646 | -9% | 1 | 5% | 1%
C=CCSc1nnc(CNC(=O)c2ccc(Cl)cc2)n1CC | -0.2% | -4% | -0.3% | -2% | -1 | 687 | -5% | 1 | -4% | -5%
Cc1ccc(S(=O)(=O)N(C)CCCC(=O)Nc2ccncc2)cc1 | -0.5% | -4% | 0.4% | -1% | x | x | 3% | 1.1 | 3% | 11%
O=S1(=O)N=C(N/N=C/c2ccco2)c2ccccc21 | -4.3% | -26% | 0.9% | 0% | 13 | 735 | 3% | 1.1 | 7% | 2%
CCOCCCNCc1cc(Br)ccc1OCc1ccccc1 | -15% | -3% | 14% | -1% | -19 | 683 | -5% | 1 | 11% | 1%
CC1CC(=O)C2=C(C1)Nc1ncnn1C2c1ccccc1 (stereo not given) | -5.1% | 12% | 0.9% | -2% | 5 | 775 | 2% | 1 | 8% | 5%
Cc1cc(C(=O)Nc2c(F)cc(F)cc2Br)c(C)o1 | -4.7% | -4% | 0.6% | -3% | -18 | 725 | 13% | 1 | 1% | -11%
NC(=S)N/N=C/c1ccccc1OCc1cccc(Cl)c1 | -3.3% | 21% | -0.5% | -4% | x | x | -27% | 1 | -2% | 14%
COC(=O)C1=C(C)NC(=O)CC1c1ccc(C(=O)OC)cc1 (stereo not given) | 1.1% | 10% | 1.3% | -3% | x | x | -14% | 1.1 | -1% | 11%
Cc1ccc(-c2ccc(/C=N/NC(=O)CN3CCOCC3)o2)cc1[N+](=O)[O-] | -10% | 19% | -0.2% | -5% | -31 | 607 | 10% | 1 | 20% | 49%
COc1cc(OC)c(OC)cc1/C=N/NC(=O)c1ccc(=O)n(C)c1 | 2.9% | 12% | 7.4% | 1% | -21 | 698 | 21% | 1.2 | 10% | 4%
